NLRP3 yeast inh: inhibitors of NALP3 inflammasome in yeast. Yeast reconstituted NLRP3/ASC/caspase-1, beta-gal luminescence, 24 h. inhibition, % at 10 µM. hit rate 0.39% among 330,000. AID 2825;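 active = inhibition of 50% or more; inactive = inhibition below 50%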;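 note: plate controls were induced DMSO wells for no effect and uninduced yeast grown without galactose for full effect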
hIAP act: increases human intestinal alkaline phosphatase activity; purified human IAP, CDP-Star luminescence, 30 min; active compounds read high; 1 = vehicle-only enzyme, 0 = enzyme-free background; activation factor at 10 µM; hit rate 0.16% among 330,000;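 active = activation factor of the enzyme at least 2-fold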; note: the source names both 10 and 20 µM as test concentration; values of inactives mirror those of a sister screen read the other way
SENP1 inh: blocks the human SENP1 SUMO protease catalytic domain; Q9P0U3; recombinant SENP1 catalytic domain, CyPet-SUMO1-YPet FRET cleavage; inhibition, % at 10 µM; hit rate 0.21% among 360,000;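 active = inhibition at least 30% at 10 µM, raw YFP signal under a set limit, fluorescence ratio 0.5 to 1.5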;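 note: 0% = enzyme with DMSO and 100% = no enzyme wells; some results filed as inactive read as strong as hits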
Target sequence (Q9P0U3 419-644 limits assumed): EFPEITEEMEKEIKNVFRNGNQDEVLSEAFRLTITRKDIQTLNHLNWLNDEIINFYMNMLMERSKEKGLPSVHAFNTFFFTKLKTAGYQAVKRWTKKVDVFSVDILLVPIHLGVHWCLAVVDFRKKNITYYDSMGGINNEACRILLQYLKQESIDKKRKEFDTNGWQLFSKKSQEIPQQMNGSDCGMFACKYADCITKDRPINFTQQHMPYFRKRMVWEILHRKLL
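Test system: hSENP1 catalytic domain, recombinant; Amount: 20 pM final SENP1 enzyme; Medium: Tris pH 8 buffer plus EDTA, NaCl, BME, BSA, NP40, catalase; Schedule: 50 min enzyme reaction, room temperature, light-protected; Technique: FRET fluorescence in CFP and YFP emission channels; Controls: no-enzyme wells low, DMSO-plus-enzyme wells high control.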
A3G deaminase: inhibitors of human APOBEC3G DNA deaminase. recombinant A3G, ssDNA deamination FAM/TAMRA fluorescence. inhibition, % at 20 µM. Q9HC16. hit rate 0.28% among 330,000. AID 493012;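 active = inhibition of at least 40% at 20 µM, with no more than 30% in the related APOBEC3A deaminase screen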;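 note: plate controls were DMSO wells with A3G for no effect and wells lacking A3G enzyme for full effect; some compounds called inactive have numbers as strong as hits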
Target sequence (Q9HC16 whole entry, looked up): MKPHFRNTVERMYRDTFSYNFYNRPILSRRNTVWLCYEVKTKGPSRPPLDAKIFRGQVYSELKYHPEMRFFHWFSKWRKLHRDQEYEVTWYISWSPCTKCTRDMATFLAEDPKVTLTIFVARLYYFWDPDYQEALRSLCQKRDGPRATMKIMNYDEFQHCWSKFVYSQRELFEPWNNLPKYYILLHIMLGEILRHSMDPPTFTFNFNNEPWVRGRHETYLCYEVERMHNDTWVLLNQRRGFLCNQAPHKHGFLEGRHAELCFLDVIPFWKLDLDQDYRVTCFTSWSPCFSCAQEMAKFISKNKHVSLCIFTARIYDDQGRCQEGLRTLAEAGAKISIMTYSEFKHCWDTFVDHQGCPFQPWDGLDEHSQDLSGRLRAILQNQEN
hIAP block: human IAP inhibition; P09923; purified IAP, CDP-Star luminescence, 30 min; inhibition, % at 10 µM; hit rate 0.12% among 330,000;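 active = inhibition reaching a set limit with compound at 10 µM in the primary screen, cut at about 35% in these data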;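 note: plate controls were DMSO wells with enzyme for no effect and no-enzyme buffer wells for full effect; values of inactives mirror those of a sister screen read the other way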
A3A deaminase: blocks human APOBEC3A ssDNA deamination | P31941 | recombinant A3A, FAM/TAMRA ssDNA deamination fluorescence | inhibition, % at 20 µM | hit rate 0.41% among 330,000 | AID 493011;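 active = at least 40% inhibition at 20 µM here, with at most 30% in a related deaminase screen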;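 note: plate controls were A3A with DMSO for no effect and wells lacking A3A enzyme for full effect; some results filed as inactive read as strong as hits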
Target sequence (P31941 whole entry, looked up): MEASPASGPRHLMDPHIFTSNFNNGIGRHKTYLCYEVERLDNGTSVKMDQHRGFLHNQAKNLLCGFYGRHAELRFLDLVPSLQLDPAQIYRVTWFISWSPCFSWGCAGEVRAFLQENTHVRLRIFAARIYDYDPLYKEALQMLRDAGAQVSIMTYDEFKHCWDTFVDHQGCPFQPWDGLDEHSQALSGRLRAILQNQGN
mIAP inh: mouse IAP inhibition | purified mouse IAP, CDP-Star luminescence, 30 min | inhibition, % at 10 µM | hit rate 0.2% among 330,000;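 active = inhibition of at least 40% at 10 µM in the primary screen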;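 note: plate controls were DMSO with enzyme for no effect and no enzyme wells for full effect; values of inactives mirror those of a sister screen read the other way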
MIN6 prolif: induces beta-cell replication in MIN6 cells | MIN6 cells proliferation, ATPlite luminescence, 48 h; cells starved in 0.2% serum; 100% = growth in 10% serum | proliferation, % at 10 µM | hit rate 0.29% among 330,000;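 active = compounds whose signal lies at least 3.5 SD above the mean of all wells on their plate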;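 note: 0% = DMSO-treated cells in low-serum medium and 100% = 10% serum control; some compounds called inactive have numbers as strong as hits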
mIAP act: increases mouse intestinal alkaline phosphatase activity | hit rate 0.24% among 330,000 | muIAP, CDP-Star luminescence, 30 min; active compounds read high; 1 = vehicle-only enzyme signal, 0 = enzyme-free wells | activation factor at 10 µM;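 active = activation factor of at least 2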; note: the source names both 10 and 20 µM as test concentration; values of inactives mirror those of a sister screen read the other way
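Assay system: mouse IAP enzyme; Reagent: CDP-Star chemiluminescent phosphatase substrate; Compound: DMSO-dissolved test compounds; Incubation: 30 min, room temperature; Technique: luminescence from enzymatic CDP-Star hydrolysis; Controls: DMSO-only wells and no-enzyme negative control.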
An asterisk follows results filed as active. The list is partial; count on the stated rates, not on these rows.

SMILES	NLRP3 yeast inh	hIAP act	SENP1 inh	A3G deaminase	hIAP block	A3A deaminase	mIAP inh	MIN6 prolif	mIAP act
COc1cccc(C(=O)Nc2cccc3cccnc23)c1OC	17	1.2	0	-6	-18	-7	-11	-2	1.1
CNC(=O)c1ccc(-c2sc3nc(N4CCOCC4)c4c(c3c2N)CC(C)(C)OC4)o1	6	1.1	-20	3	-12	2	-20	-3	1.2
CC(COc1ccccc1)N1CCC(CO)(CCc2ccccc2)CC1 (configuration not stated)	20	0.87	-2	-8	13	0	1	-4	0.99
COc1ccc(CN2CCC(CO)(Cc3ccccc3)CC2)cc1Cn1cccn1	11	1.2	0	-6	-18	2	-15	-2	1.2
O=c1c2[nH]c3ccc(F)cc3c2ncn1CCCN1CCOCC1	23	1.2	1	0	-24	-2	4	-3	0.96
COc1ccc(C)cc1N(CC(=O)N/N=C/c1ccccc1C(=O)O)S(=O)(=O)c1ccccc1	-3	1.1	-1	-10	-5	-5	-3	0	1
Cc1ccc(C)c(NC(=O)CCn2nc(C)cc2C)c1	5	1.1	1	-8	-7	-2	2	-3	0.98
CC(Oc1ccccc1)C(=O)Nc1cc(Cl)ccc1-n1cncn1 (configuration not stated)	57*	0.99	0	-3	1	8	1	-2	0.99
COc1ccc(OC)c(N(CC(=O)NCCSCc2ccco2)S(=O)(=O)c2ccccc2)c1	18	0.92	1	-6	8	-1	10	0	0.9
CN(CCN1CCOCC1)Cc1nc(-c2ccc3c(c2)OCO3)no1	-12	0.95	1	-3	5	3	-2	-2	1
COC(=O)c1ccc(C(=O)O)nc1	16	0.97	0	0	3	-1	2	0	0.98
CCOC(=O)N1CCC(NC(=O)c2cc3c(C)nc4ccccc4c3o2)CC1	-2	1.1	1	-10	-8	-8	5	2	0.95
Cc1ccc(C(=O)NCC(=O)NC2CCCC2)cc1	11	1.1	2	-10	-13	-3	-16	-1	1.2
CN(CC(=O)NCCCN1CCOCC1)S(=O)(=O)c1ccc(Cl)cc1	17	0.94	0	-4	6	-2	-6	1	1.1
O=C(Oc1cccc(NC2=NS(=O)(=O)c3ccccc32)c1)c1cccnc1	14	1.1	2	-6	-7	-1	9	1	0.91
O=c1[nH]c2ccc(F)cc2[nH]c1=O	-14	1.1	5	-4	-7	1	12	-1	0.88
COCCn1c(-c2cccs2)nc2nc3ccccc3nc21	8	1.2	-108	-1	-15	-3	0	-1	1
Cc1ccc(C(=O)CCC(=O)NCc2ccccc2)cc1	16	0.98	0	0	2	-1	-1	1	1
COc1cccc(CN2CCNC(=O)C2CC(=O)NC2CCOCC2)c1OC (configuration not stated)	12	1.1	-6	-3	-13	-3	3	-1	0.97
COc1cc(C(=O)N(CCCO)Cc2cc3ccc(C)c(C)c3[nH]c2=O)cc(OC)c1OC	10	0.94	1	0	6	-1	2	-1	0.98
CCOc1ccccc1NC(=O)C1Cc2ccccc2CN1S(C)(=O)=O (configuration not stated)	4	1.1	0	-5	-12	-1	7	1	0.93
CC(=O)c1sc(N/N=C\c2ccc(Br)cc2)nc1C	-52	0.98	-23	-69	2	-34	3	-3	0.97
CC(=O)c1ccc(N2CCN(C(=O)CN(C)S(=O)(=O)c3cnc[nH]3)CC2)cc1	8	0.93	1	-4	7	3	1	3	0.99
COc1ccc(NC(=O)CC2C(=O)N(c3ccc(OC)cc3)C(=O)N2Cc2ccc(OC)c(OC)c2)cc1 (configuration not stated)	17	1.1	0	-3	-7	4	-2	-3	1
CCc1ccc(NC(=O)C2CCN(c3ncnc4c3nc3n4CCCCC3)CC2)cc1	23	1.4	1	-5	-43	-3	-23	-4	1.2

Some entries already given with just mIAP act, hIAP block and NLRP3 yeast inh:
| structure | mIAP act | hIAP block | NLRP3 yeast inh |
| --- | --- | --- | --- |
| Cc1ccc(C)c(NC(=O)CCn2nc(C)cc2C)c1 | 0.98 | -7 | 5 |
| CC(Oc1ccccc1)C(=O)Nc1cc(Cl)ccc1-n1cncn1 (configuration not stated) | 0.99 | 1 | 57* |
| COc1ccc(OC)c(N(CC(=O)NCCSCc2ccco2)S(=O)(=O)c2ccccc2)c1 | 0.9 | 8 | 18 |

Next section.
SMILES	NLRP3 yeast inh	hIAP act	SENP1 inh	A3G deaminase	hIAP block	A3A deaminase	mIAP inh	MIN6 prolif	mIAP act
CN1C(C(=O)NCc2ccco2)CC2Cn3c(nc4cc5ccccc5cc43)C21 (configuration not stated)	-2	1.2	-3	-9	-18	-5	-11	-3	1.1
CCOC(=O)/C(C(=O)Nc1ccccc1Br)=C1/NC(C)(C)Cc2ccccc21	15	0.81	3	-4	19	-4	-8	0.0*	1.1
NS(=O)(=O)c1ccc(CNC(=O)c2cnccn2)cc1	1	0.96	3	-1	4	1	-7	4	1.1
CCCCc1nc2ccccc2c(NC(=O)CNC(C)(C)C)c1CCC	12	1.1	1	-4	-7	-3	2	0	0.98
Cc1cccc(-c2nnc(SCC(=O)NCc3ccc4c(c3)OCO4)n2C)c1	24	1.1	1	-5	-7	-3	-3	-3	1
CC(C)C[C@H](NC(=O)c1nc[nH]c1C(=O)NCC(=O)OCc1ccccc1)C(=O)OC(C)(C)C	6	1.5	0	-10	-48	4	-2	-7	1
C=CCn1c(C)c(C(C)=O)c(N2CCN(c3ccccc3)CC2)nc1=S	10	0.96	9	1	4	3	14	0	0.85
O=C(N/C(=C/c1cccs1)c1nc2ccccc2[nH]1)c1ccccc1	10	1	0	2	-5	-2	-3	-1	1
CCOc1cccc2cc(C(=O)NCc3ccc(OC)cc3)c(=N)oc12	22	0.96	2	6	4	-3	7	0	0.93
Cc1cccc(Nc2nnc(SC/C(O)=C(\C#N)c3nc4ccccc4[nH]3)s2)c1	10	1.2	-39	-3	-15	-2	21	-1	0.79
Cc1cc(Oc2cc(N)cc([N+](=O)[O-])c2)ccc1Cl	-32	1.1	3	-7	-5	-2	30	0	0.7
O=C(CCNc1n[nH]c(=O)[nH]c1=O)N/N=C\c1cccc(OCc2ccccc2)c1	18	0.98	0	-1	2	0	-1	-2	1
COc1cccc(C(=O)NCCN2CCOCC2)c1	7	1.1	-1	0	-11	3	4	-1	0.96
CC(=O)Oc1ccc2nc(/C=C/c3ccc(C=O)cc3)oc(=O)c2c1	12	0.94	15	3	6	21	7	-3	0.93
CC(C)CC(=O)N=C1SC2CS(=O)(=O)CC2N1CCc1ccccc1 (configuration not stated)	15	0.97	-1	-2	2	0	0	2	1
O=[N+]([O-])c1cccc(-c2cc(-c3cc(Br)ccc3O)[nH]n2)c1	11	1.6	1	0	-64	0	3	-4	0.97
COC(=O)C1C(c2ccc(Cl)cc2)NC(c2ccc(Cl)cc2)C(C(=O)OC)S1(=O)=O (configuration not stated)	14	0.98	4	1	2	-2	-85	-4	1.9
CC1=C(C(=O)N(C)C)C(c2ccc(N3CCOCC3)cc2)NC(=O)N1 (configuration not stated)	8	0.96	12	-5	4	-5	-4	-2	1
COCCSc1ncnc2c1oc1nc3c(cc12)COC(C)(C)C3	12	1.9	-2	-5	-89	-5	7	3	0.93
CCOC(=O)Cc1csc(NC(=O)NC2(C(F)(F)F)Oc3cc(Cl)c(Cl)cc3O2)n1	21	1.1	2	-5	-10	-2	4	-1	0.96
Fc1ccc(-c2csc(-c3ccccn3)n2)cc1F	30	1	-2	-4	-1	-1	10	1	0.9
Cc1cc(C)cc(NC(=O)CN(Cc2ccccc2)S(C)(=O)=O)c1	7	1	-1	2	-4	-1	0	-2	1
CCOc1ncccc1C(=O)N1CCN(S(=O)(=O)c2cccs2)CC1	14	1.1	2	9	-9	15	-5	2	1
O=C(Nc1ccc(S(=O)(=O)Nc2nccs2)cc1)c1ccc(N2C(=O)c3ccccc3C2=O)cc1	15	0.98	-8	8	2	-2	9	-3	0.91
COc1ccc(C2C3=C(CCCC3=O)NC3=C2C(=O)c2ccccc23)cc1 (configuration not stated)	6	0.97	0	1	3	0	6	-1	0.94

Additional compounds
SMILES	NLRP3 yeast inh	hIAP act	SENP1 inh	A3G deaminase	hIAP block	A3A deaminase	mIAP inh	MIN6 prolif	mIAP act
O=C(COC(=O)/C=C/c1cccc(Cl)c1)NCCc1ccc(Cl)cc1Cl	5	0.99	-1	-2	1	2	2	0	0.98
Cc1ccccc1C(=O)N1CCC(C(=O)Nc2ccc(F)cc2)CC1	12	1.1	1	0	-6	0	-10	-2	1.1
CCOc1cccc(OCCNC2CCCC2)c1	10	0.94	2	-3	6	-2	7	-2	0.93
Cc1ccc(C(=O)NCC(C)(C)O)cc1	0	1.1	2	-9	-6	-4	1	2	0.99
Cc1noc(C)c1C(=O)OCC(=O)NC1CCCCC1C (configuration not stated)	17	1.1	2	-6	-5	-6	-2	1	1
COc1cccc(N2CC(O)=C(c3nc4ccccc4c(=O)[nH]3)C2=N)c1	-26	2.1*	-2	-4	-112	-3	9	0	0.91
O=C(c1ccc(S(=O)(=O)N2CCCCCC2)cc1)N1CCC(CN2C(=O)c3cccc4cccc(c34)C2=O)CC1	10	0.93	3	-7	7	0	14	-6	0.86
O=S1(=O)CCOC[C@H](CC2CCCCC2)N1Cc1cccc(C(F)(F)F)c1	23	1.2	0	0	-20	0	6	-8	0.94
CC(=Nc1ccccc1)C1=C(O)CSC1=O	18	0.87	-21	-3	13	-3	15	0	0.85
CCN1CCN(Cc2nc3c(c(=O)n(C)c(=O)n3C)n2Cc2cccc3ccccc23)CC1	19	0.78	-1	-10	22	-3	2	-4	0.98
Cc1ccc(S(=O)(=O)N2C3C=CC(C3)C2C(=O)O)cc1 (configuration not stated)	0	0.91	8	-3	9	-3	10	-2	0.9
CCOc1cccc(/C=C/C(=O)O)c1	-1	0.97	0	3	3	-4	-11	1	1.1
Cc1cnc(NC2=NCCC2)s1	1	1.1	0	-6	-6	1	-3	-3	1
O=C1c2ccccc2NC(c2cccc([N+](=O)[O-])c2)N1O (configuration not stated)	-3	0.93	2	-9	8	-6	0	-1	1
COc1ccc(CCn2c(C)cc(C(=O)CN3C(=O)C(=O)N(C4CCCC4)C3=O)c2C)cc1OC	18	1	0	-11	-5	-2	-2	-6	1
Cc1cc(C)cc(OCCNC(=O)c2ccc(Br)cc2)c1	25	0.92	-1	-5	8	0	6	-3	0.94
Cc1ccc(C(=O)Oc2oc(-c3ccco3)nc2C=Nc2ccc(Cl)cc2)cc1	27	0.89	12	-7	11	-5	3	-3	0.97
COc1ccc(CC(=O)N2CCc3ccccc32)cc1	38	0.97	5	0	3	5	-2	-2	1
O=C(NC(Cc1c[nH]c2ccccc12)C(=O)O)c1ccc(F)cc1 (configuration not stated)	7	0.97	0	-1	3	-1	-5	-1	1.1
CCn1c(C(C)C)n[nH]c1=S	-6	0.93	0	-9	7	-7	12	5	0.88
O=S1(=O)CC(O)C(NCCO)C1 (configuration not stated)	21	0.96	2	-8	4	-3	-3	-3	1
Cc1nnc(N2CCC(C(=O)N3CCCCCC3)CC2)c2nn(-c3ccc(Cl)cc3)c(C)c12	4	1.1	3	-8	-6	-6	8	-6	0.92
O=C(Cn1cc2c(n1)CCCCC2)N1CCc2ccccc21	22	0.9	2	-2	10	-2	9	5	0.91
CCC(=O)Nc1c2c(nn1-c1ccc(F)cc1)CS(=O)(=O)C2	2	0.96	0	-2	4	1	-2	3	1

Compound activity deposited in PubChem BioAssay by Sanford-Burnham Center for Chemical Genomics.
